ERAP1 HTS inh – blocks human ERAP1 aminopeptidase activity; recombinant ERAP1, Leu-AMC fluorescence, 60 min; Q9NZ08; hit rate 0.15% among 340,000; inhibition, % at 10.7 µM; AID 652197;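 active means mean replicate inhibition of at least 30%, or all replicates individually reaching that 30% level; inactive means mean below 30% and not every replicate reaching it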;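 further: 0% = neutral control wells and 100% = L-leucinethiol positive control wells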
Target sequence (Q9NZ08 whole entry, looked up): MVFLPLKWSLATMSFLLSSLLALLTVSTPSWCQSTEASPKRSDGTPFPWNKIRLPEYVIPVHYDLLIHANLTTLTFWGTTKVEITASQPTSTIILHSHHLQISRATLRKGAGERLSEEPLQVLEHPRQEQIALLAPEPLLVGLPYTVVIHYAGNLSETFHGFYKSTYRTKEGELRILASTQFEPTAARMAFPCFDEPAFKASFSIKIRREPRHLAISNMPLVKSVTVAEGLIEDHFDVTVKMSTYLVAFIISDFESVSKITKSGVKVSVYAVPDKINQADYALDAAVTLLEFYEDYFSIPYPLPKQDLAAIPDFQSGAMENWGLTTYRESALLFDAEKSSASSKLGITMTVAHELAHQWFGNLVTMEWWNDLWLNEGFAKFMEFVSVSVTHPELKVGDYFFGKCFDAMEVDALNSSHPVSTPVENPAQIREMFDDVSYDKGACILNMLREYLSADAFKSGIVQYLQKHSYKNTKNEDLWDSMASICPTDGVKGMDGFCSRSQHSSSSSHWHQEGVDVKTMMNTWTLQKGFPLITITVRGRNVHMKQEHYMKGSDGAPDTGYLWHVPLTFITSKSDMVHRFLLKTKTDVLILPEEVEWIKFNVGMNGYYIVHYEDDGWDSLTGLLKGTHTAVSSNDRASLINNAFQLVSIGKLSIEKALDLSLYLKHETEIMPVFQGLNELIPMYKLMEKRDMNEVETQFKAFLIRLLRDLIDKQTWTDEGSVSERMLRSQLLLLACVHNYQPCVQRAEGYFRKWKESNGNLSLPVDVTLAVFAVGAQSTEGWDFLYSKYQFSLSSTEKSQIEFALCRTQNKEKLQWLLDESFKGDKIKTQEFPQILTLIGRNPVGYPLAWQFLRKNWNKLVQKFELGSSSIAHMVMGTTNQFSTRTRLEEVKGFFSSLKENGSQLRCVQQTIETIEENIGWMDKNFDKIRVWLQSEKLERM
Cneo AK release – causes C. neoformans cell lysis | adenylate kinase release luminescence, 4 h; normalised: neutral wells 0, clomiphene wells 100 | lysis activity, % at 15 µM | hit rate 0.2% among 360,000;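 active means mean lysis activity across replicates of at least 80%, whatever share of replicates individually reach that level; inactive means mean lysis activity below 80%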
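Material – log-phase Cryptococcus neoformans yeast cells · Input – 5 × 10^6 yeast cells/mL · Medium – fresh YPD growth medium · Doses – single compound concentration per well · Timing – static 4 h at 37 °C with compound, 1 h detection · Detection – adenylate kinase release luminescence · Read-out – signal increase indicating cell lysis · Control set – Clomiphene as positive lysis control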
C2C12 statin – suppressors of simvastatin-induced myotoxicity in C2C12 myotubes | rescue of ATP level, % at 7.49 µM | hit rate 0.78% among 330,000 | AID 602340 | ATP luminescence, 48 h; scaled: DMSO 0, geranylgeraniol control 100;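 active means mean ATP rescue above about 67%, or every replicate alone reaching that limit, limit read from the data, passing the limit was not always enough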;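 further: myotubes were challenged with 10 µM simvastatin during compound exposure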
Xi reactivation – activators of X-chromosome reactivation in mouse fibroblasts | XiGFP mouse fibroblasts, % GFP-positive cells imaging, 3 d; cells co-treated with 5-aza-dC sensitizer; scaled so ellipticine positive control = 100% | activation, % at 7.58 µM | hit rate 0.055% among 360,000;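 active means mean normalized replicate activation at least 10% and every replicate at or above 10%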;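 further: 0% = median of on-plate neutral control wells and 100% = ellipticine 6 µM median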
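Assay system – SV40-immortalized XiGFP fibroblast cells, line 68-5-11 · Buffer or medium – DMEM supplemented with 5-aza-dC as sensitizing agent · Dosing – one concentration, pinned · Benchmarks – positive control ellipticine, 6 µM final · Times – 3 days compound exposure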
LGR2 inh – blocks bursicon-induced cAMP signaling via Drosophila LGR2 | AID 720647 | inhibition, % at 9.99 µM | hit rate 0.35% among 380,000 | HEK293 LGR2, CRE-luciferase, bursicon-stimulated, 4 h;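 active means drop in luminescence signal, shown as inhibition above about 50% in the replicate tests, limit read from the data, passing the limit was not always enough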;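 further: agonist challenge used bursicon conditioned medium at about half maximal strength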
S100A4 MyoIIA – S100A4-myosin IIA interaction inhibition; hit rate 0.14% among 360,000; AID 652163; inhibition, % at 10.7 µM; P26447; S100A4/TAMRA-MyoIIA peptide fluorescence polarization;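 active means mean inhibition of at least 70% across replicates, with every replicate also reaching that level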
Target sequence (P26447 whole entry, looked up): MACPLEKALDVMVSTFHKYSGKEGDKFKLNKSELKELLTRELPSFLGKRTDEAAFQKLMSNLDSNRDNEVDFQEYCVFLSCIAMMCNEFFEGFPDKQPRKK
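Material: S100A4 monomer (human). Medium: Calcium-containing HEPES buffer, pH 7.2. Probe or stimulus: labelled myosin peptide probe, 5 nM. Compound dosing: one concentration per compound. Timing: polarization read 5 min after assay mix addition, stable 5–60 min. Benchmarks: DMSO as neutral control, TFP as positive control.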
PGC1a acetyl inh – PGC1a acetylation modulation, inhibitor mode; U2OS PGC1a acetylation, AlphaScreen anti-acetyl-lysine; with virally co-expressed GCN5 acetyltransferase; inhibition, % at 15.6 µM; hit rate 0.17% among 350,000;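 active means every replicate shows inhibition of at least 40%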;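 further: 0% = neutral control wells and 100% = positive control wells; some results beyond the cut were filed as inactive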
SIRT5 block – blocks human SIRT5 desuccinylation of peptide. Q9NXA8. hit rate 1.1% among 330,000. inhibition, % at 15 µM. Purified SirT5, succinyl-peptide AMC, trypsin-coupled fluorescence. AID 652115; in the data active means inhibition above about 15%
* = called active by the depositor; . = not tested or not shown; & = joins results of further samples. The list is partial (hit frequency here may not be typical).

Results follow in this order: ERAP1 HTS inh	Cneo AK release	C2C12 statin	Xi reactivation	LGR2 inh	S100A4 MyoIIA	PGC1a acetyl inh	SIRT5 block
CC(C)c1ccccc1NC1=CC(=O)CC(C)(C)C1
    0	-1	-7	-0.1	14	-5	1	1
COc1nc(N(C)C)nc(N(C#N)S(=O)(=O)c2ccc(C)cc2)n1
    -1	0	12	0.2	-9	-8	.	-5
Cc1cccc(NC(=O)CSc2ncnc3c2oc2ccccc23)c1
    3	3	2	0.1	1	-4	4	0
COc1ccc(N2CCN(S(=O)(=O)CCNC(=O)COc3ccccc3OC)CC2)cc1
    -1	3	0	0.0	3	1	-5	-1
COc1ccc(S(=O)(=O)N(CC(=O)NCCC(C)C)c2ccccc2)cc1OC
    -2	.	.	0.0	4	-1	.	4
Cc1ccc(S(=O)(=O)N2CCCc3nc(-c4ccccc4)ccc32)cc1
    -3	.	.	0.1	-13	-21	.	.
CC1CCN(C(=S)Nc2cccc(S(=O)(=O)N(C)C)c2)CC1
    -2	-2	5	0.0	5	-1	0	-3
C[C@H](CO)N1C[C@H](C)[C@H](CN(C)C(=O)C2CC2)Oc2cc(-c3ccc(C(=O)N(C)C)cc3)ccc2S1(=O)=O
    .	.	0	-0.8	-4	.	2	.
Cc1noc(C)c1NC(=O)N(C)C[C@H]1Oc2c(NC(=O)C3CC3)cccc2C(=O)N([C@H](C)CO)C[C@H]1C
    1	2	-5	-0.1	-20	2	2	0
O=C(O)CN1C(=O)/C(=C/c2ccc(SCc3ccccc3)o2)SC1=S
    3	.	4	0.0	2	-1	.	6
CSc1nc(C(=O)N2CCCC(Nc3ccc(C)c(C)c3)C2)cs1 (centres undefined)
    0	-4	1	0.0	-1	8	.	2
O=C(COc1ccccc1[N+](=O)[O-])N(Cc1ccccc1)c1ccccn1
    5	.	.	0.2	-8	-5	.	-7
CC(=O)/C(C#N)=C1\NC(=O)C(Cc2cc(Cl)ccc2Cl)S1 (centres undefined)
    .	-3	.	0.2	11	-7	16	2
COc1ccc(S(=O)(=O)Cc2ccc(C(=O)NCCc3cc(OC)ccc3OC)o2)cc1
    .	.	.	0.0	3	6	-13	-2
CCS(=O)(=O)N1CC(=O)N2[C@H](C1)[C@@H](c1ccc(C#CCC(C)C)cc1)[C@@H]2CO
    3	.	.	0.3	9	1	7	-1
C[C@@H]1CN([C@@H](C)CO)C(=O)c2cc(NS(=O)(=O)c3ccc(Cl)cc3)ccc2O[C@@H](C)CCCCO[C@H]1CN(C)C(=O)Nc1cccc2ccccc12
    -1	3	53	0.0	8	-5	-20	6
Cc1cn([C@H]2C=C[C@@H](CO)O2)c(=O)[nH]c1=O
    -1&0	2&-1	4&-6	0.2	12&-16	1&-3	-1&1	-2
Cc1cccc(NC(=O)CSc2nnc(C)c(C)n2)c1
    -2	10	0	0.1	-1	-6	.	-1
C[C@H](CO)N1C[C@H](C)[C@@H](CN(C)C(=O)c2ccncc2)OCCCC[C@H](C)Oc2ccc(NC(=O)CCC(F)(F)F)cc2C1=O
    .	-1	.	0.0	1	.	1	.
S=C(Nc1ccc2c(c1)OCCO2)Nc1ccc2c(c1)OCO2
    1	.	.	0.0	2	5	-3	-2
N#C[C@H]1[C@H](c2ccccc2)[C@@H](CO)N1S(=O)(=O)Cc1ccccc1
    -2	-3	39	-0.1	-4	6	1	1
CCOC(=O)[C@]12CCCC=C1N(Cc1ccccc1)C(=O)[C@H](CC(=O)NCCCOC)C2
    .	.	.	0.0	-4	2	.	-4
O=C(O)Cn1ncn(-c2ccc(OC(F)(F)F)cc2)c1=O
    -2	1	-6	0.0	7	7	2	4
CCOC(=O)[C@]12CCC=C1N(CCC1=CCCCC1)C(=O)[C@H](CC(=O)N1CCN(C(=O)C3CC3)CC1)C2
    .	.	.	0.0	8	0	.	-1
CCn1c(SC(C)C(=O)O)nc2sc3c(c2c1=O)CCC3 (centres undefined)
    .	5	-9	.	8	.	7	.
CCSc1nnc(NC(=O)c2ccc(S(=O)(=O)N(C)C)cc2)s1
    0	.	.	0.0	-39	1	4	-3
COc1nccnc1NS(=O)(=O)c1ccc(N/C=C2\CCCCC2=O)cc1
    3	.	.	0.1	-7	-6	10	4
CCOc1cccc(C2C(C#N)=C(N)Oc3cc(C)[nH]c(=O)c32)c1OCC (centres undefined)
    .	.	-5	.	-1	1	7	2
CCC(=O)N[C@H]1C=C[C@H](CC(=O)NCCN2CCCCC2)O[C@@H]1CO
    0	0	-2	0.4	-11	5	-21	12
Cn1c(=O)c2c(nc(Br)n2Cc2nnc(N)s2)n(C)c1=O
    1	1	2	-0.1	-2	-3	4	-5

The listing continues:
Results follow in this order: ERAP1 HTS inh	Cneo AK release	C2C12 statin	Xi reactivation	LGR2 inh	S100A4 MyoIIA	PGC1a acetyl inh	SIRT5 block
COc1ccc(N2CC(C(=O)Nc3nnc(SCC(=O)N4CCOCC4)s3)CC2=O)cc1 (centres undefined)
    4	1	2	0.4	-6	-5	7	-13
Cc1cc(C(F)(F)F)n2ncc(C(=O)O)c2n1
    0	3	-9	0.3	-11	-8	-6	-4
COc1ccc(NC(=O)Nc2ccc3c(c2)[C@H]2C[C@@H](CC(=O)N4CCCCC4)O[C@H](CO)[C@H]2O3)cc1
    -2	-68	4	0.2	-1	0	-23	-8
COc1cc2c(cc1OC)CN(c1nc(-c3cccnc3)nc3ccccc13)CC2
    -1	2	-82	0.5	45	0	1	2
CC(=O)c1cccc(NC(=S)NCc2ccccc2)c1
    -3	0	-1	0.1	3	2	5	-5
O=C(Oc1ccc(C(=S)N2CCOCC2)cc1)c1ccc([N+](=O)[O-])cc1
    2	2	0	0.1	.	0	.	-1
CC(=O)c1ccc(N/N=C2/CCCNC2=O)cc1
    .	12	.	0.0	.	-5	-3	13
COCCn1c(SCC(=O)Nc2ccc3c(c2)OCCO3)nnc1-c1ccncc1
    2	0	2	-0.1	9	-5	22	-3
COCCNC(=O)c1onc(CSc2ccccn2)c1C(=O)NCCOC
    4	1	.	-0.3	0	8	4	.
COc1ccc(-n2nc(C(=O)N3CCC(N4CCCCC4)CC3)c3c4ccccc4n(C)c3c2=O)cc1
    -2	0	7	0.0	-5	-5	.	-2
CC(=O)Cc1nsc(NC(=O)c2ccc(COc3ccccc3Cl)o2)n1
    -3	1	4	0.0	-24	0	.	.
CCOc1ccc(C(=O)C(C)OC(=O)Cn2cnc3c2c(=O)n(C)c(=O)n3C)cc1 (centres undefined)
    9	.	-7	0.0	-4	-2	.	2
CC1CCN(c2ccc3nnc(CCC(=O)NCC(C)c4ccccc4)n3n2)CC1 (centres undefined)
    -2	0	1	0.2	-3	4	.	-2
CCN(CC)C(=O)Cn1cc(C(=O)C(=O)NCc2ccccn2)c2ccccc21
    -2	-1	-3	0.2	-8	3	13	-2
C[C@H](CO)N1C[C@H](C)[C@@H](CN(C)Cc2ccncc2)OCCCC[C@H](C)Oc2ccc(NC(=O)Cc3ccccc3)cc2C1=O
    2	-1	5	0.1	8	-7	1	1
Cc1nc(N)c(C#N)c(-c2cccnc2)c1-c1ccccc1
    -2	-3	-2	0.0	-6	-5	23	0
CNC[C@@H]1OCCCC[C@@H](C)Oc2ccc(NC(=O)Nc3ccccc3)cc2C(=O)N([C@@H](C)CO)C[C@H]1C
    -3	-1	-21	-0.7	6	-3	5	0
COc1ccc(OC)c(CCNC(=O)C2CCN(c3nnc(-n4cccc4)s3)CC2)c1
    -4	2	6	0.3	9	-2	-6	-1
O=S(=O)(NCCc1cn2ccccc2n1)c1ccc2c(c1)CCCC2
    1	0	-2	0.0	.	0	-18	-3
Cc1ccccc1NS(=O)(=O)c1ccc(C(=O)N2CC(C)OC(C)C2)cc1 (centres undefined)
    0	1	5	0.3	4	13	0	11
CN(C)c1ccc(C(=O)Nc2nnc(-c3ccc(Cl)cc3)o2)cc1
    1	0	1	0.2	7	-2	0	.
COc1ccccc1-c1cnc(C(O)c2cc(Cl)cc(Cl)c2)[nH]1 (centres undefined)
    1	1	12	0.1	22	1	-17	.
O=C(Nc1cccc(C(=O)O)c1)/C(=C\c1ccc(F)cc1)NC(=O)c1ccco1
    -7	-5	17	0.1	6	-5	26	0
CN(CCc1cn[nH]c1)Cc1nc(Cc2ccccc2F)no1
    -1	.	.	0.0	-2	3	.	-2
CC(C)CN(CCCNC(=O)CN1N=C(c2ccc(Cl)cc2)CCC1=O)CC(C)C
    -6	0	-4	0.0	-1	-3	-2	-1
CC(=O)c1ccccc1NC(=O)COC(=O)/C(=C/c1ccccc1)n1nnnc1C
    -1	2	5	0.2	5	-3	0	-1
Oc1ccc(Br)cc1/C=N/NC(=S)NCCc1ccccc1
    -2	11	26	.	-6	-11	.	3
Cc1cc(/C=C(\C#N)C(=O)NC2CC2)c(C)[nH]1
    .	0	.	0.0	-57	.	3	.
Fc1ccc(Oc2cc(N3CCOCC3)nc(-c3ccccc3)n2)c(F)c1
    .	-1	-2	.	-2	.	-2	.
Cc1ccc(C(=O)OCC(=O)c2c[nH]c3ccccc23)cc1S(=O)(=O)N1CCCCC1
    .	-1	2	0.1	7	.	-8	.

Full records, looked up by structure:
Cc1nc(N)c(C#N)c(-c2cccnc2)c1-c1ccccc1 as listed: ERAP1 HTS inh = -2; Cneo AK release = -3; C2C12 statin = -2; Xi reactivation = 0.0; LGR2 inh = -6; S100A4 MyoIIA = -5; PGC1a acetyl inh = 23; SIRT5 block = 0
O=S(=O)(NCCc1cn2ccccc2n1)c1ccc2c(c1)CCCC2 as listed: ERAP1 HTS inh = 1; Cneo AK release = 0; C2C12 statin = -2; Xi reactivation = 0.0; LGR2 inh = .; S100A4 MyoIIA = 0; PGC1a acetyl inh = -18; SIRT5 block = -3

More records follow:
Results follow in this order: ERAP1 HTS inh	Cneo AK release	C2C12 statin	Xi reactivation	LGR2 inh	S100A4 MyoIIA	PGC1a acetyl inh	SIRT5 block
COCCCNC(=O)C[C@H]1C[C@H](C(=O)N2CCCCC2)[C@@]2(CCc3ccccc3)c3[nH]c4cc(-c5ccco5)ccc4c3CCN2C1=O
    .	1	1	0.0	17	-11	.	0
CCN(Cc1ccc(Br)s1)C(=O)CSc1nnc(C2CC2)n1C1CC1
    0	-12	-12	0.0	-7	-8	-3	-3
CCOC(=O)C1CCCN(c2c(N3CCN(C)CC3)c(=O)c2=O)C1 (centres undefined)
    -2	0	-20	0.3	-3	-4	-5	7
Cn1c(=O)c2c(ncn2CCNC2=NCCCCC2)n(C)c1=O
    -2	.	.	0.0	-6	-16	6	-3
O=C1CCN1C1(C(=O)NC2CCCCC2)CCCC1
    .	0	-15	-0.1	-8	.	4	.
Nc1cccc2c1C(=O)N(C(=O)c1ccco1)C2=O
    -3	.	0	0.5	17	2	-1	1
COc1cccc(NC(=O)C2C3C=CC4(O3)C2C(=O)N(CCN2CCCCC2)C4C(=O)NC2CCCCC2C)c1 (centres undefined)
    -5	9	-12	0.0	0	-2	.	-6
CN1C(=O)c2ccc(C(=O)Nc3ccc(Br)cn3)cc2C1=O
    -4	1	20	0.3	2	-5	5	0
OC[C@@H]1Nc2ccc(C#Cc3cccc(F)c3)cc2[C@@H]2NCC[C@H]12
    1	.	.	0.0	3	-3	.	-6
O=C(O)Cc1ccc(NC(=O)Nc2ccc(Br)cc2)cc1
    -2	.	.	0.2	-53	0	0	9
COc1cccc(S(=O)(=O)Nc2ccc3c(c2)[C@@H]2C[C@@H](CC(=O)NCc4cccc(F)c4)O[C@@H](CO)[C@@H]2O3)c1
    -2	0	2	0.4	12	7	-4	4
Brc1ccc(N2O[C@H]3C=C[C@@H]2C3)nc1
    0	.	.	-0.1	-8	-5	.	.

Screens: PubChem BioAssay, Broad Institute
